Source: PubChem
PI4K2A block = qHTS for small molecular inhibitors of PI4K2A; activity change, negative = inhibition, % at 76.9 µM; actives 0.13% (n = 420,000); AID 1346378, 2018; purified PI4K2A, ADP-Glo luminescence, 1 h; hits give low values; Phosphatidylinositol 4-kinase type 2-alpha (Homo sapiens), Q9BTU6; in the data active = activity change below about -50%; inconclusive = mostly about -30% to -49%;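 also: -100% = wells without enzyme as full effect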
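In this quantitative HTS, ADP production by PI4K2A was quantified luminescently after 1 h at ambient temperature; 100 microM adenosine served as plate-quality control.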
Tb PGK inh = qHTS Assay to Find Inhibitors of Phosphoglycerate Kinase. Phosphoglycerate kinase, glycosomal (Trypanosoma brucei brucei), P07378. PGK/GAPDH coupled, Kinase-Glo luminescence, 60 min. Potency, µM (top dose mostly 57.5 µM), inactives show at the highest dose activity change, negative = inhibition, most hits filed as inhibitors. actives 0.043% (n = 380,000). AID 602233, 2012; also: potency is read from the fitted curve at half-maximal effect; % is scaled to controls: 0 for no effect and ±100 for the full control effect; nearly all actives have a fitted effect of over 60% in size
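Recombinant glycosomal PGK reaction used 1,3-bisphosphoglycerate generated in-well by GAPDH (100nM final) in 100mM TEA pH 7.6, 5mM MgCl2, 0.01% Tween-20. After 60 minutes at room temperature, ATP was read by Kinase-Glo Plus luminescence end-point.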
Pin1 inhibitor = qHTS Assay to Find Inhibitors of Pin1; Pin1 FP peptide displacement, HiFluor488, 10 min; Potency, µM (top dose mostly 115 µM), for inactives: top-dose activity, negative = inhibition, hits mostly inhibitors; actives 0.009% (n = 390,000); active = well fitted inhibition curve with a large enough effect in the polarisation, with a control signal flat, not every such curve was filed as active; inconclusive = small, poorly fitted or top-dose-only effect, or effect the other way, or a change in a side signal; inactive = no such curve, though single readings can be large or run the other way; the % refers to the polarisation; also: potency is read from the fitted curve at half-maximal effect; % is scaled to controls: 0 for no effect and ±100 for the full control effect
ERG-DNA inh = qHTS for Small Molecule Inhibitors of the ERG Ets/DNA interaction. Transcriptional regulator ERG (Homo sapiens), P11308. fluorescence polarization, His-ERG Ets domain / labelled DNA. Potency, µM (highest dose often 76.9 µM), for inactives: at the top dose FP activity, negative = inhibition, most hits filed as inhibitors. actives 0.028% (n = 370,000); active = well fitted inhibition curve with a large enough effect in the polarisation, with a control signal flat; inconclusive = small, poorly fitted or top-dose-only effect, or effect the other way, or a change in a side signal; inactive = no such curve, though single readings can be large or run the other way; the % refers to the polarisation;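 also: polarization taken with two DNA probes labelled with fluorescein and Texas red; potency is read from the fitted curve at half-maximal effect; % of control where 0% means no effect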
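His-tagged ERG Ets domain (1 uM in the protein solution; 300mM KCl, 50mM Tris-HCl, 1mM EDTA, 1mM DTT, pH 7.5) received compound, then a probe mix of 5 nM fluorescein-DNA and 100nM Texas-615-DNA. Fluorescence polarization was read for both dyes.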
HP1b binding inh = HTS for Inhibitors of HP1-beta Chromodomain Interactions with Methylated Histone Tails; AlphaScreen HP1-beta / biotin-H3K9me3 peptide binding; actives 0.56% (n = 390,000); Potency, µM (top dose mostly 114 µM), for the others: top-dose activity change, negative = inhibition, usual class: inhibitors; also: potency is read from the fitted curve at half-maximal effect; nearly all actives have a fitted effect of over 70% in size; inactives centre near 23
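Compound inhibition of the preformed complex between 50 nM HP1-beta and 50 nM biotinylated H3K9me3 peptide was read by AlphaScreen. Buffer was PBS pH 7.4 with 0.01% Tween-20. Incubations ran 30 min at room temperature, with 10 ug/mL donor/acceptor beads.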
JMJD2A Tudor = qHTS Assay for Inhibitors of JMJD2A-Tudor Domain | AlphaScreen JMJD2A-Tudor / H3K4me3 peptide binding | Potency, µM (series often up to 114 µM), inactives show at the top dose activity change, negative = inhibition, hits mostly inhibitors | actives 4.4% (n = 390,000) | Lysine-specific demethylase 4A (Homo sapiens), O75164; also: potency is read from the fitted curve at half-maximal effect; % is scaled to controls: 0 for no effect and ±100 for the full control effect; nearly all actives have a fitted effect of over 50% in size
BAZ2B block = qHTS Assay for Inhibitors of BAZ2B; actives 4.4% (n = 360,000); AID 504333, 2011; Bromodomain adjacent to zinc finger domain protein 2B (Homo sapiens), Q9UIF8; Potency, µM (series often up to 114 µM), for inactives: at the top dose activity change, negative = inhibition, usual class: inhibitors; AlphaScreen BAZ2B-H3K14Ac peptide displacement; also: potency is read from the fitted curve at half-maximal effect; % is scaled to controls: 0 for no effect and ±100 for the full control effect; nearly all actives have a fitted effect of over 60% in size
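Inhibition is scored as reduced AlphaScreen emission. The BAZ2B/b-H3(5-23)K14Ac complex (50 nM each) in PBS pH 7.4, 0.01% Tween-20 meets compound (up to 110 uM) for 30 min at RT before bead addition.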
G9a block = qHTS Assay for Inhibitors of Histone Lysine Methyltransferase G9a; Histone-lysine N-methyltransferase EHMT2 (Homo sapiens), Q96KQ7; Potency, µM (highest dose often 102 µM), for inactives: at the highest dose activity, negative = inhibition, actives largely listed as inhibitors; G9a H3K9 monomethylation, AlphaScreen, 2 h; actives 8.8% (n = 350,000); also: potency is read from the fitted curve at half-maximal effect; % is scaled to controls: 0 for no effect and ±100 for the full control effect; nearly all actives have a fitted effect of over 75% in size
Target sequence (Q96KQ7 913-1193 limits assumed): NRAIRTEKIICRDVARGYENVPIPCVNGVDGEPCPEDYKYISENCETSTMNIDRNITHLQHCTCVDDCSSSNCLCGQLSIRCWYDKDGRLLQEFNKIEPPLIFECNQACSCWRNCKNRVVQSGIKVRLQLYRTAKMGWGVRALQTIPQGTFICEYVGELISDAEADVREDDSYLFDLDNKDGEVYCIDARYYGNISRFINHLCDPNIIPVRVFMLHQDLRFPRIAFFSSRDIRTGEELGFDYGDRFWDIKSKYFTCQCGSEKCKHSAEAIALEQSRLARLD
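Methyltransferase reactions run at room temperature for 2 h (20 nM enzyme, 500 nM biotin-H3K9 peptide, 20 uM SAM) after a 15 min compound preincubation; product detected by AlphaScreen beads and anti-H3K9me1 antibody.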
GLS inh = qHTS for Inhibitors of Glutaminase (GLS). Glutaminase kidney isoform, mitochondrial (Homo sapiens), O94925. GLS enzymatic activity, qHTS titration. Potency, µM (highest dose often 45.5 µM), inactives show at the highest dose activity change, negative = inhibition, most hits filed as inhibitors. actives 0.21% (n = 410,000). AID 624170, 2012; also: potency is read from the fitted curve at half-maximal effect; % is scaled to controls: 0 for no effect and ±100 for the full control effect
Target sequence (O94925 whole entry, looked up, canonical isoform): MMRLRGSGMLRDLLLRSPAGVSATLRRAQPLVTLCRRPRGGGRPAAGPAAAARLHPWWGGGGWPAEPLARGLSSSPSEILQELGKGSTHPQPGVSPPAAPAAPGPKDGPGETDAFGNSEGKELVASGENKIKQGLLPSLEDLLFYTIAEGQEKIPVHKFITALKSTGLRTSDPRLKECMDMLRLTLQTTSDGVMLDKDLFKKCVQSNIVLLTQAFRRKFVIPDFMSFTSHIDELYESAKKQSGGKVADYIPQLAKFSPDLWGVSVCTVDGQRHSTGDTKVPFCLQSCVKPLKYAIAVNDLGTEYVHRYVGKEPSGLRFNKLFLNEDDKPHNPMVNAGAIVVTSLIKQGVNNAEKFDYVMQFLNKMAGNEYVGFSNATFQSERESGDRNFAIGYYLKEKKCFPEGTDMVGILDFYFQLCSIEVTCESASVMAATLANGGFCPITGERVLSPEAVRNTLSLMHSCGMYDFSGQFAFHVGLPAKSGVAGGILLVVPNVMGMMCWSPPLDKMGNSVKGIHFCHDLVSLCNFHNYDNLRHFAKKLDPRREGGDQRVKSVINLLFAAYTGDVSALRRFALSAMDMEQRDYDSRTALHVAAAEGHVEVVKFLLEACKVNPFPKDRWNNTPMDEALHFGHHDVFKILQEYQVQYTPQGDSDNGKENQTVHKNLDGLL
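Two-point fluorescence kinetic (t0, 30 min RT) for hKGA; glutamate detected via glutamate oxidase–HRP–Amplex Red. Substrate: 1 mM L-glutamine solution; buffer 45 mM KH2PO4, pH 8.2.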
The depositor's hits bear a star; i = inactive; ? = inconclusive; / = not tested or not shown; & = joins results of further samples; [ ] = another dose, or the depositor's remark. Unless noted, calls follow the shape of the dose curve; as a rule, active = well fitted curve in the direction sought with a large enough effect; inconclusive = small, poorly fitted or top-dose-only effect, or another doubt; inactive = no such curve, though single readings can be large; an effect the other way counts as inactive or inconclusive.

SMILES	PI4K2A block	Tb PGK inh	Pin1 inhibitor	ERG-DNA inh	HP1b binding inh	JMJD2A Tudor	BAZ2B block	G9a block	GLS inh
CCOC(=O)C1CCN(C(=O)c2ccc3nc(-c4ccc(OC)cc4)c(-c4ccc(OC)cc4)nc3c2)CC1	-7	-8%	5%	11%	62%[activator]	-1%	-7%	19%	0%
COc1ccc(NS(=O)(=O)c2cc(NC(=O)CCNC(C)=O)ccc2N2CCOCC2)cc1	2	-5%	0%	-23%	54%[activator]	-16%	-21%	-46%	3%
COCc1cc(C)nc(OCC(=O)N/N=C/c2ccc(O)cc2O)c1C#N	1	i	-2%	9%	44%[activator]	-34%	40µM*	28%	5%
N/C(=N\c1nc(CSc2ccccn2)cc(=O)[nH]1)Nc1ccc(Cl)cc1Cl	3	2%	-1%	-5%	19%	-3%	-17%	2%	-7%
COc1ccc(-n2nc([N+](=O)[O-])c(=NCCCN3CCCC3=O)n2O)cc1	4	-9%	-6%	-8%	30%	-18%	-21%	-4%	3%
Cc1ccc(CN2CC(C(=O)N3CCN(c4ccccc4O)CC3)CC2=O)cc1 (centres undefined)	3	4%	8%	5%	3%	-18%	-6%	?	7.1µM*
O=C(Nc1nc2ccccc2[nH]1)c1cccc(F)c1	-1	-4%	-1%	25%	22%	-20%	-14%	11%[59 µM]	-4%
Cc1cnc(NC(=O)CSc2nnc(C)s2)s1	7	14%	1%	-6%	34%	5%	1%	?	/
O=[N+]([O-])c1ccc2nc(-c3ccc(OC(F)F)cc3)cn2c1	0	i	10%	1%	22%	0%	-15%	-3%	-9%
CC(=O)c1cccc(-c2ccc3c(=O)[nH]c(Nc4ccccc4)cc3c2)c1	?	-5%	?	22%	14%	?	/	/	5%
Cc1ccc(C(=O)COc2ccc3c(C)cc(=O)oc3c2)cc1	0	7%	15%	-5%	8%	-16%	2%	2%	0%
Fc1ccc(C2CCCN2Cc2nc(Cc3ccccc3F)no2)cc1 (centres undefined)	5	-7%	-13%	-12%	79%[activator]	29%	19%	143%[activator]	0%
CCOC(=O)NC(=O)COC(=O)Cc1cc(OC)c(OC)c(OC)c1	-1	2%	-3%	0%	24%	-1%	-5%	-33%[0.0925 µM]	3%
Cc1ccc(N2CC(C(=O)Nc3cc(Cl)ccc3-n3cncn3)CC2=O)cc1 (centres undefined)	-3	-8%	-1%	-6%	23%	3%	6%	?	-10%
Cc1c([N+](=O)[O-])cc(C(=O)Nc2ccc3ncccc3c2)cc1[N+](=O)[O-]	-2	-2%	3%	-4%	14%	?	12%	-8%[0.501 µM]	0%

A different layout for part of the listing above.
Sequence of screens – PI4K2A block	Tb PGK inh	Pin1 inhibitor	ERG-DNA inh	HP1b binding inh	JMJD2A Tudor	BAZ2B block	G9a block	GLS inh
O=C(Nc1nc2ccccc2[nH]1)c1cccc(F)c1
    -1	-4%	-1%	25%	22%	-20%	-14%	11%[59 µM]	-4%
Cc1cnc(NC(=O)CSc2nnc(C)s2)s1
    7	14%	1%	-6%	34%	5%	1%	?	/

Other records follow.
SMILES	PI4K2A block	Tb PGK inh	Pin1 inhibitor	ERG-DNA inh	HP1b binding inh	JMJD2A Tudor	BAZ2B block	G9a block	GLS inh
Cc1ccc(CN(C(=O)c2ccc(OCC(C)C)cc2)c2ccccn2)o1	2	1%	-4%	2%	20%	-12%	8%	-27%[59 µM]	0%
Cc1cc(SCc2cc(=O)n3ccsc3n2)nc2ccccc12	1	-2%	0%	8%	27%	-13%	36%[activator]	35%[59 µM]	5%
COc1ccc(NC(=O)N2CCN(S(C)(=O)=O)CC2)c(OC)c1	0	4%	-1%	-6%	40%[activator]	-2%[11.4 µM]	-4%	?	-2%
CCOC(=O)C1CCN(C(=O)c2oc3ccc(S(=O)(=O)N4CC(C)CC(C)C4)cc3c2C)CC1 (centres undefined)	0	-1%	12%	-4%	14%	-5%	-1%	14µM*	-11%
CC(=O)OCC(COC(C)=O)OC(C)=O	-3&3	-4%	-25%	-1%	25%	-23%	-3%	6%[59 µM]	2%&12%
COc1ccc(NC(=O)CN(Cc2ccccc2)S(C)(=O)=O)cc1	8	-3%	-5%	-2%	8%	-17%	0%	-2%	3%
Cc1ccc(S(=O)(=O)CCC(=O)NCc2ccccc2)cc1	1	i	-7%	-3%	14%	-3%	10%	-1%[59 µM]	3%
CC(=O)N1c2ccc(S(=O)(=O)NCC3CCC(C(=O)NCc4ccc(C)cc4)CC3)cc2CC1C (centres undefined)	5	i	15%	18%	21%[57 µM]	0%	-11%	52%[activator]	8%
Nc1ccc(-c2nc3ccc(C(=O)O)cc3s2)cc1	-26	?	2%	5%	31%[activator]	0%	2%	40µM*	-1%
COc1ccc(/C=N/NC(=O)c2nc(Cl)c(Cl)c(N)c2Cl)cc1COc1ccc(F)cc1F	-5	-2%	15%	-6%	17%	-22%	-28%	21%[59 µM]	-4%
COc1ccc(C2C(C(=O)Nc3ccc(F)cc3)=C(C)Nc3nc(CCCO)nn32)cc1 (centres undefined)	-6	i	-2%	-3%	44%[activator]	-20%	-10%	?	22%
Cc1ccc(-n2ncc3c2CC(C)(C)CC3NC(=O)CCN2CCCCC2=O)cc1 (centres undefined)	4	-3%	-5%	-11%	3%	-1%	-4%	/	7%
Cc1cccc(NC(=O)c2ccc(CN3CCc4ccccc4C3)cc2)c1C	2	-8%	-5%	-4%	29%	-10%	17%	0%	0%
COc1ccc(CN(C2CC2)S(=O)(=O)c2ccccc2Br)cc1	1	2%	2%	-10%	92%[activator]	26%	/	/	5%
COc1cc(/C=C/C(=O)c2ccc([N+](=O)[O-])o2)ccc1O	-7	-3%	0%	5%	7%	-24%	?	23%[2.33 µM]	-1%
N#Cc1c(SCC(=O)Nc2ccccc2C(F)(F)F)sc2c(O)cc(=O)[nH]c12	-2	0%	-7%	-2%	14%	-14%	-24%	-15%[59 µM]	5%
COC(=O)c1ccc(NC(=S)NC2CC(C)(C)NC(C)(C)C2)cc1	-2	i	0%	-9%	24%	-17%[57.1 µM]	-13%	?	5%
O=C(Nc1ccccc1)c1ccc(COc2ccccc2)cc1	1	-3%	1%	6%	-10%	-25%	-5%	/	21%
COC(=O)c1nc(-c2ccc(C)cc2)oc1N(C)C	-3	/	-9%	/	-3%	-23%	-34%	-6%[59 µM]	10%
CCCCC(NC(=O)Cc1c(C)c2cc3c4c(oc3c(C)c2oc1=O)CCCC4)C(=O)O (centres undefined)	9	-8%	0%	-12%	14%	-7%	-7%	?	-10%
CCCCOC(=O)c1ccc(NC(C)=O)cc1	-8	-5%	2%	-5%	25%	3%	4%	9%[59 µM]	-7%
CC1=CC(C)(C)NC(=S)N1c1ccccc1C	0&4	0%&-4%	-3%&2%	-8%&4%	-10%&18%	-28%&-18%	?	3%[59 µM]	-18%&-3%
CCCCn1c(N)c(N(CCOC)C(=O)COC(=O)CCOc2ccccc2C)c(=O)[nH]c1=O	-2	0%	-1%	4%	22%	6%	-18%	-26%	-14%
CN(/C(=N/S(=O)(=O)c1ccccc1)c1ccccc1)S(=O)(=O)c1ccccc1	4	6%	0%	11%	40%[activator]	-7%	-10%	-1%[2.33 µM]	7%
Cc1ccc(-c2noc(CSc3nnc(Cc4ccccc4)n3-c3ccc(Cl)cc3)n2)cc1	3	6%	8%	0%	23%	-21%	-1%	18%[12.7 µM]	-16%
C=CCn1c(-c2cc(OC)cc(OC)c2)n[nH]c1=S	-5	6%	-5%	11%	26%	32µM*	13%	?	-4%

Single values from the list:
PI4K2A block result of `CC1=CC(C)(C)NC(=S)N1c1ccccc1C` reads 0&4
JMJD2A Tudor result of `COC(=O)c1ccc(NC(=S)NC2CC(C)(C)NC(C)(C)C2)cc1` reads -17%[57.1 µM]

2 compounds drawn at random from those above, as already listed:
SMILES	PI4K2A block	Tb PGK inh	Pin1 inhibitor	ERG-DNA inh	HP1b binding inh	JMJD2A Tudor	BAZ2B block	G9a block	GLS inh
COc1ccc(-n2nc([N+](=O)[O-])c(=NCCCN3CCCC3=O)n2O)cc1	4	-9%	-6%	-8%	30%	-18%	-21%	-4%	3%
COc1ccc(CN(C2CC2)S(=O)(=O)c2ccccc2Br)cc1	1	2%	2%	-10%	92%[activator]	26%	/	/	5%
